TRHR enhancer = allosterically enhances the human TRH receptor | P34981 | TRHR cells, fluo-8 calcium fluorescence, EC20 TRH enhancement | enhancement, % at 2 µM | 360,000 compounds, 0.66% hits; in the data active = enhancement above about 30%; note: 0% is about no effect
Target sequence (P34981 whole entry, looked up): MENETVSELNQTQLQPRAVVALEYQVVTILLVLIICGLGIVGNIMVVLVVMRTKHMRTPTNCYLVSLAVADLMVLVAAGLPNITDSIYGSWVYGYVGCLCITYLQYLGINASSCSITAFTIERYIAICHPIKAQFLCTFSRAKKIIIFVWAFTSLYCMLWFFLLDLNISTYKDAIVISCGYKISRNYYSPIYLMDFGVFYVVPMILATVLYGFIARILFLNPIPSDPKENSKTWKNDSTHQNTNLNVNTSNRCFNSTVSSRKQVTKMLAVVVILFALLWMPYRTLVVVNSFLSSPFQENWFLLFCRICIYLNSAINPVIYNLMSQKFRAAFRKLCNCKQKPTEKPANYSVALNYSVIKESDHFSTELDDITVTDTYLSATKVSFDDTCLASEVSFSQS
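Enhancer read-out: after compound pinning and an initial kinetic agonist-mode read, an EC20 of TRH (10 nM final) was injected and fluo-8 calcium signal (Ex 480/Em 530) followed at 1 s/cycle for 100 cycles in TRHR-expressing cells.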
PI4K2A inh = inhibitors of human PI4K2A. 420,000 compounds, 0.13% hits. activity change, negative = inhibition, % at 76.9 µM. purified PI4K2A, ADP-Glo luminescence, 1 h; active compounds read low. AID 1346378. Q9BTU6; in the data active = activity change below about -50%; inconclusive = mostly about -30% to -49%;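 note: -100% = wells without enzyme as full effect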
Target sequence (Q9BTU6 whole entry, looked up): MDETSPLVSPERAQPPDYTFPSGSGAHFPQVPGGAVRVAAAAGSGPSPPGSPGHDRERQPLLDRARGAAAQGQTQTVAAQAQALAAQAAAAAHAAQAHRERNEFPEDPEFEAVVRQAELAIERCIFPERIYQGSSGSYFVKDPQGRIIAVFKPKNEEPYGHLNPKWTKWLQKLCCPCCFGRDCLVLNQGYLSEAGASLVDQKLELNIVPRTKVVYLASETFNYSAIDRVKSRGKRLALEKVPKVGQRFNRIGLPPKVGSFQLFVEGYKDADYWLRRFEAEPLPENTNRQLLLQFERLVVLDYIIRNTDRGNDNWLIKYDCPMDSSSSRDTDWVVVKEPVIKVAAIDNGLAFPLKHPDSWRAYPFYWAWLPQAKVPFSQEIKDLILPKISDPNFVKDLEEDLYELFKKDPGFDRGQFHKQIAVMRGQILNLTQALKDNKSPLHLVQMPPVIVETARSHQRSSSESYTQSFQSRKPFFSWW
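PI4K2A activity was measured by ADP-Glo luminescence: enzyme (4 ug/mL stock) and phosphatidylinositol (1.2 mM stock) in Tris pH 7.5/MgCl2/EGTA/Triton X-100 buffer were reacted with ATP (300 microM stock) for one hour at ambient temperature.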
TrxR1 substrate = rat thioredoxin reductase 1 substrate activity. O89049. purified TrxR1 substrate turnover, NADPH consumption readout. Potency, µM (highest dose often 114 µM), for inactives: at the top dose activity change, negative = substrate turnover. 390,000 compounds, 0.01% hits. AID 588456; note: potency is the fitted concentration of half-maximal effect; % is set by controls: 0 for no effect and ±100 for the full control effect; nearly all actives have a fitted effect of over 50% in size
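Rat TrxR1, dispensed at 90 nM, was prereduced with 400 uM NADPH (final) for 5 min at ~22 deg C, then incubated with compound 15 min before 400 uM selenite. A first-read NADPH fluorescence drop versus no-compound background flagged substrates.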
USP1 inh = USP1/UAF1 (human) deubiquitinase inhibition; O94782; recombinant USP1/UAF1, Ub-Rhodamine cleavage fluorescence; Potency, µM (top dose mostly 57.1 µM), for inactives: at the top dose activity change, negative = inhibition, hits mostly inhibitors; 390,000 compounds, 0.23% hits; note: potency is the fitted concentration of half-maximal effect; % is set by controls: 0 for no effect and ±100 for the full control effect; nearly all actives have a fitted effect of over 60% in size; inactives centre near -12
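1 nM enzyme complex + cpd, 15 min RT; start with Ub-Rho 150nM final; kinetic fluorescence ex 480/em 540, 6 reads q60 s. Buffer 50mM HEPES pH 7.8, 0.5mM EDTA, 0.1 mg/ml BSA, 1mM TCEP, 0.01% Tween-20.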
TRHR agonist = activates the human TRH receptor; AID 493084; 360,000 compounds, 0.18% hits; P34981; TRHR cells, calcium flux fluo-8, FDSS agonist mode; activation, % at 2 µM; in the data active = activation above about 30%; note: 0% is about no effect
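Fluo-8-loaded TRHR cells; 10 s baseline, compound added, kinetic Ca2+ fluorescence read 1/s, agonist mode.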
D2 agonist = D2 dopamine receptor (human) agonism | P14416 | HEK293 T-REx D2 cells, calcium flux agonist mode | activation, % at 2 µM | 340,000 compounds, 0.53% hits;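 active = activation over 3 SD above normal in the single-dose calcium agonist read, cut at about 30% in these data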; note: 0% is about no effect
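Tetracycline-induced HEK293 Trex cells with D2 receptor force-coupled to calcium signaling, plated overnight at 30 C and loaded with no-wash calcium dye. Calcium flux read kinetically for 180 s after compound addition; responses flag agonists.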
mIDH1 inhibitor = human IDH1 R132H inhibition. 390,000 compounds, 0.093% hits. Potency, µM (top dose mostly 76.6 µM), inactives show at the top dose activity change, negative = inhibition, usual class: inhibitors. IDH1-R132H enzyme, NADPH consumption, diaphorase/resazurin fluorescence; note: potency is the fitted concentration of half-maximal effect; % is set by controls: 0 for no effect and ±100 for the full control effect; nearly all actives have a fitted effect of over 65% in size
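IDH1-R132H (0.5 ug/mL) preincubated 30 min with compound, then NADPH (0.016 mM) and alpha-KG (2 mM) added; 80 min at RT, pH 7.5. Remaining NADPH coupled via diaphorase/resazurin to fluorescence (540/590 nm); concentration-response curves normalized to no-enzyme control.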
rTrxR1 inhibitor = rat TrxR1 inhibition. O89049. recombinant rTrxR1, NADPH fluorescence consumption, selenite substrate. 390,000 compounds, 1% hits. AID 588453. Potency, µM (series often up to 114 µM), for inactives: at the top dose activity change, negative = inhibition, most hits filed as inhibitors; note: potency is the fitted concentration of half-maximal effect; % is set by controls: 0 for no effect and ±100 for the full control effect; nearly all actives have a fitted effect of over 65% in size
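Rat TrxR1 (90 nM in the dispensed reagent) was pre-reduced with 400 uM NADPH for 5 min at room temperature, then incubated with compound for 15 min. After 400 uM selenite was added, NADPH fluorescence (Ex 340/Em 450 nm) was followed for 8 min.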
D2 antag = antagonizes the human D2 dopamine receptor. 340,000 compounds, 2% hits. HEK293 TREx D2 cells, calcium flux, dopamine EC80. AID 485344. inhibition, % at 10 µM; in the data active = inhibition above about 30%; note: 0% is about no effect
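Calcium mobilization kinetics were recorded at 1 s intervals in tetracycline-induced HEK293 T-REx D2 cells, first for 180 s after compound addition and then 180 s after EC80 dopamine.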
An asterisk follows results filed as active; u = inconclusive; x = no result given; [ ] = remark or other dose. Unless noted, calls come from the whole dose curve; as a rule, active = well fitted inhibition curve with a large enough effect; inconclusive = small, poorly fitted or top-dose-only effect; inactive = no such curve, though single readings can be large or run the other way.

Every second line gives: TRHR enhancer | PI4K2A inh | TrxR1 substrate | USP1 inh | TRHR agonist | D2 agonist | mIDH1 inhibitor | rTrxR1 inhibitor | D2 antag
- O=C(CSc1nc(-c2ccccc2)nn1C(=O)c1ccccc1)Nc1cccc([N+](=O)[O-])c1
 : 19 | 6 | -12% | -8% | -0.2 | 0.2 | 4% | -35% | -11
- CC(C)CC(=O)N=C1SC2CS(=O)(=O)CC2N1Cc1ccccc1Cl (stereo unspecified)
 : 2 | 1 | 6% | -21% | -1.0 | 1.7 | -2% | 29% | 8
- COc1ccc(NS(=O)(=O)c2cccc(C(=O)N3CCC3)c2)cc1
 : -5 | 2 | -5% | -18% | 0.6 | 16 | 13% | -5% | -33
- CCS(=O)(=O)N1CCc2cc(C(=O)N3CCN(c4cccc(C(F)(F)F)c4)CC3)ccc21
 : -3 | -8 | -4% | -22% | -0.7 | -1.0 | 11% | 0% | x
- CCOc1ccc(OCCC(=O)Nc2ccc3c(c2)OCO3)cc1
 : 2 | -1 | 1% | -20% | 0.2 | -1.3 | 0% | u | -3
- Cc1coc2c(C)c3oc(=O)c(CCC(=O)NCCc4ccccc4)c(C)c3cc12
 : 9 | 0 | 7% | -11% | -1.1 | 0.1 | -3% | 8% | x
- Cc1ccc(S(=O)(=O)N2CCCCC2)cc1C(=O)N1C(C)CCCC1C (stereo unspecified)
 : x | 2 | -6% | -15% | x | x | 1% | -13% | x
- CCCS(=O)(=O)N1CCN(S(=O)(=O)c2ccccc2)CC1
 : 4 | 5 | -1% | -1% | 0.3 | x | 4% | 14% | x
- Cc1cc(C(=O)NNC(=O)C(CCC(N)=O)NS(=O)(=O)c2ccc(Cl)cc2)c(C)o1 (stereo unspecified)
 : x | -6 | -3% | -20% | x | x | -2% | -8% | x
- O=C(O)CC(Cc1ccc(Cl)cc1)C(=O)Nc1cc(Cl)ccc1Cl (stereo unspecified)
 : 4 | 5 | 7% | -2% | 0.4 | 0.2 | 12% | 18% | -5
- O=C(CSc1cccc[n+]1[O-])N1CCc2ccccc21
 : 23 | 0 | 5% | -10% | 0.0 | 0.6 | 7% | 29% | 4
- O=S(=O)(c1ccc(Cl)s1)N1CCc2ccccc2C1
 : -5 | -6 | 6% | -13% | -2.0 | -0.6 | 11% | 23% | -18
- O=C(NCc1nnc(SCC(=O)N2CCc3ccccc32)o1)c1ccco1
 : 6 | 0 | -9% | 2% | -0.1 | -0.2 | -4% | -6% | 3
- CC1CCCCC12NC(=O)N(CC(=O)Nc1ccc(N3CCCCC3)cc1)C2=O (stereo unspecified)
 : 13 | 2 | -1% | -18% | -0.2 | 0.5 | 10% | 5% | -1
- O=C(Cc1cccs1)Nc1nnc(-c2ccc(F)cc2)s1
 : -2 | -2 | 2% | -5% | 0.1 | -0.6 | 4% | 10% | -15
- COc1cccc2sc3cc(NCC[C@@H]4CCCN4C)ccc3c(=O)c12
 : x | -3 | 34% | u | x | x | 5% | u | x
- O=C(CCC(=O)N1CCc2ccccc2C1)N1CCN(S(=O)(=O)c2ccccc2)CC1
 : -3 | -2 | 13%[57.1 µM] | u | -0.5 | x | 0% | 5% | x
- Cc1cccc(C(=O)N(CC(=O)Nc2sc(C)c(C)c2C(N)=O)C2CCCC2)c1
 : 1 | 6 | 4%[57.1 µM] | -22% | 0.7 | 4.1 | -1% | 16%[57.1 µM] | -4
- Cc1ccc(NC(=O)CSc2nc3ccc(NC(=O)c4cccc(Cl)c4)cc3s2)c(C)c1
 : 6 | -7 | 20% | -21% | 0.6 | 0.5 | -2% | 50%[activator] | x
- COC(=O)c1cc(NC(=O)CSC2=NCCS2)cc(C(=O)OC)c1
 : 4 | 0 | -8% | u | -0.7 | 0.1 | 1% | -2%[57.1 µM] | 3
- CC1CC1C(=O)OCC(=O)NC(=O)c1ccccc1 (stereo unspecified)
 : -4 | 2 | 1% | -10% | 0.6 | -0.3 | 7% | 3% | 7
- CCOc1ccc(NC(=O)CC2C(=O)NCCN2C(=O)Nc2ccccc2)cc1 (stereo unspecified)
 : 2 | -5 | 6%[57.1 µM] | -27% | 0.8 | 3.4 | 0% | 4%[57.1 µM] | 13
- O=C(NCc1ccccn1)[C@@H]1C[C@H]1[C@@H](NP(=O)(c1ccccc1)c1ccccc1)c1ccccc1
 : -13 | 0 | 7% | u | -0.2 | x | 5% | 30% | x
- Cc1ccn(C(=O)c2cc3c(C)nn(-c4ccccc4)c3s2)n1
 : -3 | 3 | 27%[57.1 µM] | -17% | 0.6 | -0.1 | 0% | 23%[57.1 µM] | -1
- CC(C)(CNCC(O)c1ccccc1)N1CCOCC1 (stereo unspecified)
 : -2 | 0 | 7%[57.1 µM] | 7% | 0.6 | 0.0 | 4% | 15%[57.1 µM] | -10
- COC(=O)C1=C(C)Nc2c(c(=O)n(C)c(=O)n2C)C1c1cccc(O)c1 (stereo unspecified)
 : 4 | 6 | 3%[57.1 µM] | -16% | 0.7 | -0.8 | 5% | 25%[57.1 µM] | -2
- COc1ccc(NC(=O)CCc2c(C)nc3cc(-c4cccc(F)c4)nn3c2C)cc1Cl
 : 40* | 0 | 16% | -22% | -0.1 | -0.5 | -8% | 15% | x
- CCN1C(=O)c2ccc(C(=O)Nc3c(C)cc(C)cc3C)cc2C1=O
 : 0 | -4 | 2% | -23% | -0.2 | -0.1 | -1% | 12% | 9
- O=C(CCn1cnnn1)NC1CCCN(Cc2ccccc2F)C1 (stereo unspecified)
 : 3 | -3 | 2% | 0% | 1.1 | -1.6 | 4% | 11% | 7
- Cc1ccc(NC(=O)N2CCC(NC(=O)c3cccc(C)c3)CC2)cc1
 : 6 | -2 | 11% | -9% | -0.4 | 1.5 | -1% | u | -23
- COc1cccc(N(CC(=O)NCCSc2ccccn2)S(C)(=O)=O)c1
 : -2 | 8 | 7% | -8% | 0.2 | 1.6 | 2% | 26% | -6
- Cc1cccc(N(C)C(=O)Cc2c(C(=O)O)[nH]c3ccccc23)c1
 : 12 | 0 | 7%[2.29 µM] | -2% | -0.6 | x | 0% | 5%[2.29 µM] | x
- CCC(C)(C)n1nnnc1C(c1cc2cccc(C)c2[nH]c1=O)N1CCCC1 (stereo unspecified)
 : 2 | 11 | 8%[57.1 µM] | -23% | 0.2 | 1.1 | -7% | u | 21
- Cc1c(C(=O)N2CCCCC2)oc2ccccc12
 : x | 4 | -13% | -15% | x | x | 6% | -19% | x
- Cc1ccc(CN2CCN(Cc3cc4ccccc4o3)CC2CCO)cc1 (stereo unspecified)
 : -1 | -1 | 2% | -19% | 0.3 | 2.5 | -5% | 16% | 0
- Nc1c(C(=O)Nc2ccc3c(c2)OCCO3)nnn1Cc1cccc(Br)c1
 : 5 | 1 | -15% | -16% | 1.3 | 0.6 | 3% | -14% | -6
- COc1cc(Nc2nc(-c3ccccc3)c3cc(C)ccc3n2)cc(OC)c1OC
 : -5 | -1 | -9% | -26% | -0.4 | -0.4 | 0% | 21%[57.1 µM] | 13
- CCc1ccc(OCC(=O)Nc2ccc(Cl)c(-c3nc4cc(C)cc(C)c4o3)c2)cc1
 : 0 | -1 | 17% | -6% | 1.3 | -0.1 | -14% | 20% | x
- CCOc1ccc(-c2noc(CSc3nnc(Cc4ccccc4)n3-c3ccc(F)cc3)n2)cc1
 : 12 | 2 | -7% | -13% | 3.0 | 1.8 | 0% | 13% | x
- CCCn1c(=O)c(C(=O)NCCc2ccc(OC)cc2)c(O)c2ccccc21
 : -6 | -1 | 1% | -4% | 2.5 | 0.5 | -2% | 14% | 15
- COc1ccc(C2=NN(CCC(=O)NCc3cccs3)C(=O)CC2)cc1
 : -10 | -20 | 2% | -14% | -0.5 | 0.5 | 7% | 16% | -3
- CCOc1ccc(CN(C(=O)/C=C/c2ccco2)C2CCS(=O)(=O)C2)cc1 (stereo unspecified)
 : -8 | -3 | -5% | -15% | 41* | 0.2 | 0% | u | 11
- CCOC(=O)N1CCN(C(=O)CSCc2ccc(C)cc2)CC1
 : -4 | 4 | 5% | -8% | 1.9 | -0.3 | 6% | 19% | 6
- CCNC(=S)Nc1ccc(N2CCCCC2)cc1
 : 3 | 3 | 11%[57.1 µM] | -9% | 0.3 | x | 5% | 7%[57.1 µM] | x
- COc1ccc(Nc2cc(C)nc3ccccc23)cc1
 : -6 | 3 | -8% | -10% | -0.2 | 0.2 | -4% | 5% | -21
- COc1cccc(C(=O)/C=C/c2ccc(N3CCCCC3)c([N+](=O)[O-])c2)c1
 : 3 | 13 | -12% | -14% | -0.1 | -1.0 | -7% | 0% | 8
- COC(c1ccccc1)c1nnc(CCC(=O)N(C)CCOc2ccccc2)o1 (stereo unspecified)
 : -1 | 1 | 2%[57.1 µM] | 0% | 0.2 | x | 7% | 24%[57.1 µM] | x

Retrieved one by one from the entries so far, 7 records:
Every second line gives: TRHR enhancer | PI4K2A inh | TrxR1 substrate | USP1 inh | TRHR agonist | D2 agonist | mIDH1 inhibitor | rTrxR1 inhibitor | D2 antag
- CCOc1ccc(CN(C(=O)/C=C/c2ccco2)C2CCS(=O)(=O)C2)cc1 (stereo unspecified)
 : -8 | -3 | -5% | -15% | 41* | 0.2 | 0% | u | 11
- CCOC(=O)N1CCN(C(=O)CSCc2ccc(C)cc2)CC1
 : -4 | 4 | 5% | -8% | 1.9 | -0.3 | 6% | 19% | 6
- COc1ccc(C2=NN(CCC(=O)NCc3cccs3)C(=O)CC2)cc1
 : -10 | -20 | 2% | -14% | -0.5 | 0.5 | 7% | 16% | -3
- Nc1c(C(=O)Nc2ccc3c(c2)OCCO3)nnn1Cc1cccc(Br)c1
 : 5 | 1 | -15% | -16% | 1.3 | 0.6 | 3% | -14% | -6
- COc1ccc(Nc2cc(C)nc3ccccc23)cc1
 : -6 | 3 | -8% | -10% | -0.2 | 0.2 | -4% | 5% | -21
- CCc1ccc(OCC(=O)Nc2ccc(Cl)c(-c3nc4cc(C)cc(C)c4o3)c2)cc1
 : 0 | -1 | 17% | -6% | 1.3 | -0.1 | -14% | 20% | x
- Cc1cccc(N(C)C(=O)Cc2c(C(=O)O)[nH]c3ccccc23)c1
 : 12 | 0 | 7%[2.29 µM] | -2% | -0.6 | x | 0% | 5%[2.29 µM] | x

Source: PubChem (National Center for Advancing Translational Sciences (NCATS))
